miR122 inh: miR-122 Renilla sensor signal increase in Huh7, primary screen, miR-122 inhibitor project, cell-based, single point, plate reader | Huh7 miR-122 Renilla luciferase sensor, 48 h; neutral wells = 0, positive control = 100 | activation (reporter increase), % at 12.5 µM | actives 0.3% (n = 340,000);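 active = mean replicate activation score at least 90 and every replicate individually at or above 90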;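 note: higher luciferase means less miR-122 activity so hits act as miR-122 inhibitors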
PGC1a acetyl inh: inhibitors of PGC1a acetylation signal, primary screen, cell-based, U2OS, AlphaScreen, inhibitor mode; inhibition, % at 15.6 µM; AID 651687, 2012; AlphaScreen anti-acetyl-lysine; with virally co-expressed GCN5 acetyltransferase; actives 0.17% (n = 350,000);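 active = every replicate shows inhibition of at least 40%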;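 note: 0% = neutral control wells and 100% = positive control wells; some results beyond the cut were filed as inactive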
F508del corr: F508del CFTR correction, initial screen, CFBE line, single point. actives 0.36% (n = 350,000). activity (quench increase), % at 7.58 µM. AID 720511, 2013. CFBE cells, YFP halide quenching; stimulated with forskolin plus potentiator P3; % fluorescence drop versus neutral controls;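 active = mean added fluorescence quench of at least 8% versus neutral control, with both replicates also reaching 8%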;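 note: cells transiently co-express mutant CFTR-F508del with the halide-sensitive YFP; corrector assay measuring rescue of mutant channel to the surface after 24 h compound exposure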
Cneo AK release: Cryptococcus neoformans cell lysis inducers, primary screen, AK release luminescence, single concentration | lysis activity, % at 15 µM | actives 0.2% (n = 360,000) | C. neoformans lysis, adenylate kinase release luminescence, 4 h; normalised: neutral wells 0, clomiphene wells 100 | AID 651654, 2012;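 active = mean lysis activity across replicates of at least 80%, whatever share of replicates individually reach that level; inactive = mean lysis activity below 80%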
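Assay system: C. neoformans cells. Amount: yeast cell density of 5 × 10^6 cells/mL. Technique: AK luminescence. Buffer or medium: YPD. Times: static 4 h at 37 °C with compound, 1 h detection. Dosing: single-point compound dose. Read-out: lysis from increased AK signal.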
Statin myotox sup: suppressors of statin myotoxicity in C2C12 myotubes, primary screen, cell-based, single point, plate reader; C2C12 myotubes + simvastatin, ATP luminescence, 48 h; scaled: DMSO 0, geranylgeraniol control 100; rescue of ATP level, % at 7.49 µM; actives 0.78% (n = 330,000); AID 602340, 2012;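 active = mean ATP rescue above about 67%, or every replicate alone reaching that limit, limit read from the data, passing the limit was not always enough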;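 note: myotubes were challenged with 10 µM simvastatin during compound exposure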
PglD DTNB: C. jejuni PglD acetyltransferase inhibitors, primary screen, biochemical, DTNB colorimetric, single point | inhibition, % at 12.5 µM | purified PglD enzyme, DTNB colorimetric CoA detection | actives 0.098% (n = 360,000) | UDP-N-acetylbacillosamine N-acetyltransferase PglD (Campylobacter jejuni); in the data active = inhibition above about 16%, passing the limit was not always enough; note: strong numbers were not always called active
GSIS activator: GLuc luminescence reporter in INS-1E cells, primary screen for activators of glucose-dependent secretion of insulin | INS-1E GLuc reporter insulin secretion, 2-3 h | activation, % at 16.6 µM | actives 0.61% (n = 370,000) | AID 743287, 2014;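 active = lowest replicate activation of at least 40%, so every replicate reaches that level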;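 note: 0% = median of neutral control wells and 100% = median of IBMX positive control wells; some compounds called inactive have numbers as strong as hits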
FN deposit inh: inhibitors of fibronectin matrix deposition, primary screen, AH1F cells, Alexa488-fibronectin fluorescence, plate reader. actives 0.086% (n = 350,000). AH1F fibroblasts, overnight. inhibition, % at 12.6 µM;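 active = mean inhibition across replicates of 30% or more, regardless of how many single replicates reach that level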;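 note: positive control wells lacked labelled fibronectin entirely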
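Test system: AH1F fibroblast monolayer depositing Alexa488-labelled fibronectin into matrix. Input: 10000 cells per well. Technique: fluorescence, ex 485 nm, em 525 nm. Buffer or medium: DMEM plus 2% serum, read in PBS. Timing: 1 h cell adhesion before compound, then overnight fibronectin incubation. Compound: single dose, pinned. Read-out basis: inhibition from reduced deposited-fibronectin fluorescence.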
An asterisk follows results filed as active; . = no result given; [ ] = remark or other dose.

SMILES	miR122 inh	PGC1a acetyl inh	F508del corr	Cneo AK release	Statin myotox sup	PglD DTNB	GSIS activator	FN deposit inh
CN(c1cc2c(c3c1ccn3C)C1CCC2C1)C1CCCCC1 (stereo not drawn)	20	78*	2.5	0	-10	-3	0	13
NC(=O)c1c(NC(=O)C2CC=CCC2C(=O)O)sc2c1CCCCC2 (stereo not drawn)	-5	.	-0.1	0	-2	-2	9	.
CCOC(=O)N1CCN(C(=O)c2cc3c(=O)n4cccc(C)c4nc3s2)CC1	.	.	-4.1	2	5	-3	-2	-4
Cc1ccc(C(O)Cn2nc(C)cc2C)cc1 (stereo not drawn)	.	.	3.7	5	-4	0	16	-3
COc1ccc(S(=O)(=O)N2CCCCC2)cc1NC(=O)CCC(=O)N1CCC(c2ccccc2)=N1	1	10	-1.2	3	37	-2	.	9
CCOC(=O)c1cc2ccc3ccccc3c2s1	2	4	.	-5	21	4	.	.
COCCCNC(=S)NNC(=O)Cn1nc(C)c(Br)c1C	-8	-8	1.9	-1	.	-3	23	-5
CCOc1ccc(N2CC(C(=O)Nc3cccc(S(=O)(=O)N4CCOCC4)c3)CC2=O)cc1 (stereo not drawn)	-8	-8	7.5	-1	-6	8	.	3
O=C1NC(Cc2ccc(O)cc2)c2nc3cc(F)c(F)cc3c(=O)n2-c2cc3ccccc3cc21 (stereo not drawn)	3	.	2.9	-1	-4	4	-17	4
COc1ccc(-c2csc(NC(=S)NC(=O)c3cccs3)n2)cc1Br	2	-7	1.5	1	.	-1	-11	5
CC1=C(C(=O)N(C)C)CC(CC(=O)NC(c2ccccc2)c2ccccc2)C(=O)N1CCC1=CCCCC1 (stereo not drawn)	-1	-19	4.0	-4	-10	-4	-31	16
COc1ccc(CN(C)C[C@@H]2OCCCC[C@H](C)Oc3ccc(NC(=O)CCCN(C)C)cc3C(=O)N([C@H](C)CO)C[C@@H]2C)cc1	2[16.7 µM]	1	0.2	0	-38	-3	0	.
COc1ccccc1OCc1ccc(C(=O)Nc2ccncc2)o1	-24	-1	.	1	-8	1	-7	1
Cc1ccc(C(=O)C2=C(O)C(=O)N(Cc3cccnc3)C2c2ccc(Br)cc2)o1 (stereo not drawn)	-7	.	-2.4	3	3	4	4	1
O=C(c1[nH]c(C(F)(F)F)nc1-c1ccccc1)N1CCN(C/C=C/c2ccccc2)CC1	-5	-7	0.3	1	-5	3	-1	-2
COc1ccc(S(=O)(=O)Nc2cccc3c2O[C@H](CN(C)S(=O)(=O)c2ccc(Cl)cc2)[C@@H](C)CN([C@@H](C)CO)C3=O)cc1	6[16.7 µM]	5	-2.7	-1	-10	0	4	.
Cc1cccc(OCCCCCn2ccnc2)c1	-1	3	.	-2	0	-6	.	2
CC(=N/O)/C(C)=N\NC(=O)c1ccccn1	-10	.	-3.1	-1	-10	-4	.	-3
NC1(C(=O)O)CCCCC1c1ccccc1 (stereo not drawn)	2	-3	7.8	0	3	3	5	-3
COc1cc(C)ccc1OCc1cc(C(=O)NC(c2ccccn2)C(F)(F)F)no1 (stereo not drawn)	-3	-4	2.5	-3	-11	0	.	-6
C[C@@H]1CN([C@@H](C)CO)C(=O)c2cccc(NS(=O)(=O)c3ccc(Cl)cc3)c2O[C@H]1CN(C)Cc1ccc(C(=O)Nc2ccccc2N)cc1	.	-3	3.6	.	.	.	-1	-6
CC(C)C[C@H](NC(=O)Nc1ccc(S(N)(=O)=O)cc1)C(=O)O	-4	16	.	-5	-9	-3	.	-4
CN1CCN(C(=O)C[C@H]2CC[C@@H]3[C@@H](COc4ccc(NC(=O)C5CCOCC5)cc4C(=O)N3C)O2)CC1	.	.	.	-2	-17	-1	5	-3
O=C(Cc1sc(-c2ccccc2)nc1-c1ccccc1)Nc1ccc(Cl)cc1	5	-2	.	1	-2	-5	-12	.
O=C(C[C@H]1C[C@H]2c3cc(NC(=O)c4ccc5c(c4)OCO5)ccc3O[C@H]2[C@@H](CO)O1)NCc1ccc(Oc2ccccc2)cc1	-2[16.7 µM]	7	-2.1	3	-45	1	0	25

Continued; it opens with the 3 that closed the last part.
SMILES	miR122 inh	PGC1a acetyl inh	F508del corr	Cneo AK release	Statin myotox sup	PglD DTNB	GSIS activator	FN deposit inh
CN1CCN(C(=O)C[C@H]2CC[C@@H]3[C@@H](COc4ccc(NC(=O)C5CCOCC5)cc4C(=O)N3C)O2)CC1	.	.	.	-2	-17	-1	5	-3
O=C(Cc1sc(-c2ccccc2)nc1-c1ccccc1)Nc1ccc(Cl)cc1	5	-2	.	1	-2	-5	-12	.
O=C(C[C@H]1C[C@H]2c3cc(NC(=O)c4ccc5c(c4)OCO5)ccc3O[C@H]2[C@@H](CO)O1)NCc1ccc(Oc2ccccc2)cc1	-2[16.7 µM]	7	-2.1	3	-45	1	0	25
Cc1csc(SCC(=O)NC(=O)NC(C)(C)C)n1	.	-8	-1.2	.	.	.	-7	8
COC(=O)CCCNC(=O)c1ccc(OC2CCN(CCc3ccccc3)CC2)cc1	3	4	0.3	1	-8	-18	-6	-10
CCOC(=O)C1CCN(C(=O)COc2ccc(C(=O)c3ccccc3)cc2)CC1	-6	7	-1.0	0	0	-1	.	0
COc1cc2c(cc1OC)CN(C(=O)c1ccc(Cl)c(S(=O)(=O)N3CCCC3)c1)CC2	.	.	-0.9	-1	3	-4	-15	-2
C=CCNCCOc1ccccc1-c1ccccc1	-1	0	.	-1	.	2	4	.
CCOC(=O)N1CCN(Cc2nc3c(c(=O)n(C)c(=O)n3C)n2Cc2ccccc2C)CC1	-3	-1	.	-1	14	-5	.	18
Cc1c(C)n(CCc2ccccc2)c2ncnc(NCCO)c12	-5	2	-0.5	-5	1	-3	7	4
C[C@@H]1CN([C@H](C)CO)C(=O)c2cccc(NC(=O)C3CC3)c2O[C@H]1CN(C)S(=O)(=O)c1cn(C)cn1	-6[16.7 µM]	1	-0.6	-3	2	3	13	.
Cc1ccc2c(C)c(C(=O)Nc3cccnc3)oc2c1	1	-2	.	-3	-5	-8	29	8
C[C@@H]1CN([C@H](C)CO)S(=O)(=O)c2ccc(-c3ccc(F)cc3)cc2O[C@@H]1CN(C)C(=O)Nc1ccc(F)cc1	14[16.7 µM]	25	-0.9	.	-31	.	-15	-12
CCOC(=O)c1ccc(CNC(=O)CCC(=O)O)cc1	.	-9	.	-2	-9	-2	.	2
O=C(Cc1ccccc1[N+](=O)[O-])NC1CCN(Cc2ccccc2)CC1	.	.	0.5	-12	4	5	5	-2
O=C(c1ccco1)N1CCN(c2c([N+](=O)[O-])nn(-c3cccc(Cl)c3)[n+]2[O-])CC1	-1	1	0.0	-1	30	1	.	6
CC(C)c1nc2cc(C(=O)N3CCNC(=O)C3c3ccc(F)cc3)ccc2o1 (stereo not drawn)	-1	-5	0.5	-1	-24	-5	-10	-1
Cc1cc(C)n2nc(C(=O)OCC(=O)NCc3ccc(Cl)cc3)nc2n1	-7	10	4.3	-2	10	-1	3	-3
CN(C(=O)COc1ccccc1)c1nnc(-c2ccncc2)s1	2	8	.	0	14	3	.	7
COc1cccc2sc(/N=C/N(C)C)nc12	0	7	3.0	2	.	2	3	-2
Cc1ccc2sc(NC(=O)C3CC3)nc2c1C	11	-6	0.5	-1	2	-5	-7	-13
COc1cccc(C(=O)Nc2sc3c(c2C(=O)O)CCCC3)c1	.	.	-1.8	-1	-38	-4	-35	-4
COC(=O)C1=C(C(=O)OC)[C@@H]2N(C)c3ccccc3[C@@]23C[C@@H](C(=O)OC)N(C(=O)c2ccc(Br)cc2)C3=N1	-1	6	0.1	1	-12	-3	-22	-6
COc1ccccc1NC(=O)N[C@H]1CC[C@H](CCNS(=O)(=O)c2ccc(Cl)cc2)O[C@@H]1CO	.	-4	1.0	0	-6	1	-13	-15
FC(F)(F)c1cc(-c2ccco2)nc(NCc2cccnc2)n1	6	1	.	9	-3	-3	.	7
CN1C(=O)c2cc(NC(=O)C3CCOCC3)ccc2OC[C@H]2O[C@H](CC(=O)NC3CCCC3)CC[C@H]21	6[16.7 µM]	-1	0.8	-4	-10	2	3	0
Cc1cc(C(=O)CSc2nnc(-c3ccccc3)n2-c2ccccc2)c(C)n1-c1ncn[nH]1	-6	-16	.	-2	12	-2	.	-6
Cc1ccc(NC(=O)C2CCCN2C(=O)NCc2ccccc2)cc1 (stereo not drawn)	-4	-6	1.4	4	5	0	-4	0

Retrieved by compound from the list above (two):
SMILES	miR122 inh	PGC1a acetyl inh	F508del corr	Cneo AK release	Statin myotox sup	PglD DTNB	GSIS activator	FN deposit inh
CN1C(=O)c2cc(NC(=O)C3CCOCC3)ccc2OC[C@H]2O[C@H](CC(=O)NC3CCCC3)CC[C@H]21	6[16.7 µM]	-1	0.8	-4	-10	2	3	0
Cc1csc(SCC(=O)NC(=O)NC(C)(C)C)n1	.	-8	-1.2	.	.	.	-7	8

Later entries.
SMILES	miR122 inh	PGC1a acetyl inh	F508del corr	Cneo AK release	Statin myotox sup	PglD DTNB	GSIS activator	FN deposit inh
Cc1cc(NC(=O)c2cc(-c3cccs3)on2)no1	-5	6	1.4	.	.	.	19	.
C[C@@H]1CN([C@H](C)CO)C(=O)c2cccc(NC(=O)c3nc4ccccc4s3)c2O[C@H]1CN(C)C(=O)NC1CCCCC1	0[16.7 µM]	-15	1.2	-1	56	9	-23	3
Cc1ccc(S(=O)(=O)NC(=O)c2ccc(Br)o2)cc1	0	-4	-2.5	5	6	-3	-6	9
C[C@@H]1CN([C@@H](C)CO)C(=O)c2cc(-c3ccc(F)cc3)cnc2O[C@@H]1CN(C)C(=O)c1cccnc1	-3[16.7 µM]	6	-0.3	-4	-5	3	22	.
COc1cccc(C2C(C(=O)c3cc4ccccc4o3)=C(O)C(=O)N2CCN2CCOCC2)c1 (stereo not drawn)	0	-3	-4.8	-1	.	4	-3	0
O=C(O)CCN1C(=O)c2ccc(Oc3ccc([N+](=O)[O-])cc3)cc2C1=O	0	0	0.7	0	13	-5	20	-1
O=C(CC1CC1)N1CC(=O)N2[C@H](C1)[C@H](c1ccc(/C=C/c3ccccc3)cc1)[C@@H]2CO	.	-12	2.6	.	.	.	-10	-3
C(=NN1CCCCCC1)c1ccc2c(c1)OCO2	0	4	0.0	.	7	.	.	3
Cc1ccc(CN2CCN(Cc3ccc(-n4cccn4)cc3)CC2CCO)cc1 (stereo not drawn)	2	-1	.	-20	2	-5	1	.
O=C(Nc1ccccc1)NC1(C(=O)NCc2ccc3c(c2)OCO3)CCCCC1	7	-11	.	-1	8	6	.	14
CC(C)[C@H](C)NC(=O)N(C)C[C@@H]1OCc2ccccc2-c2ccccc2C(=O)N([C@H](C)CO)C[C@@H]1C	.	17	-1.3	-3	10	-3	15	6
CC=Cc1ccc2n(c1=O)C[C@H]1[C@H](CO)[C@@H](C(=O)NCC)[C@@H]2N1C(C)=O (mixture of isomers)	-4[16.7 µM]	.	0.4	4	-25	0	5	.
O=C(c1cnc2n(c1=O)CCS2)N(C1CCCCC1)C1CCCCC1	-7	13	-1.0	-5	3	1	.	11
Cc1cc(C)nc(/N=C(\N)Nc2ccc(OCCC(C)C)cc2)n1	-8	11	-2.9	10	-40	-11	.	-13
